Tau FP inhib: qHTS for Inhibitors of Tau Fibril Formation, Fluorescence Polarization | Potency, µM (highest dose often 57.7 µM), for the others: top-dose activity, negative = inhibition, most hits filed as inhibitors | 0.39% of 280,000 active | K18 P301L tau heparin fibrillization, Alexa594 FP, 6 h | AID 1468, 2008; also: % is scaled to controls: 0 for no effect and ±100 for the full control effect; nearly all actives have a fitted effect of over 55% in size
Target sequence (P10636 561-689 P618L limits assumed): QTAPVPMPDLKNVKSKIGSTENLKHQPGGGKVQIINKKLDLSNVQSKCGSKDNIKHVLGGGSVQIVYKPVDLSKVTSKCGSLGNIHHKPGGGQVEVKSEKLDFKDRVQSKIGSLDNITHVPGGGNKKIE
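Heparin (20 uM) drove fibril formation of recombinant tau K18 P301L, 15 uM unlabeled with 0.24 uM Alexa 594 label, for 6 hr at 37 C in 100 mM sodium acetate pH 7. Fluorescence polarization (555/632 nm) read 1 hr after 30 uM ThT.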
HTT cytoprotect: qHTS Multiplex Assay to Identify Dual Action Probes in a Cell Model of Huntington: Cytoprotection (ATP) | PC12 HTT-Q103 induced, cytoprotection, ATP luminescence, 40 h | Potency, µM (titrated, usually from 56.4 µM), for inactives: cytoprotection (ATP increase), actives largely listed as activators | 0.14% of 230,000 active | AID 1471, 2008;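 also: % of control where 0% means no effect; nearly all actives have a fitted effect of over 45% in size; toxic huntingtin expression switched on by the ecdysone agonist tebufenozide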
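Cells were plated at 1500 per well in phenol red-free DMEM with 5% equine and 5% calf serum. Tebufenozide (100 nM final) and compounds were added, then ATPlite reagent, and luminescence was read.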
SMN2 splice enh: qHTS Assay for Enhancers of SMN2 Splice Variant Expression; HEK293 SMN2-luciferase splicing reporter, luminescence, 30-36 h; 2.8% of 210,000 active; Potency, µM (highest dose often 46.1 µM), for the others: at the top dose activity change, positive = activation, hits mostly activators; also: % of control where 0% means no effect; nearly all actives have a fitted effect of over 55% in size
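HEK293 cells carry an SMN2 minigene-luciferase reporter in which exon 7 inclusion puts luciferase in frame. Cells were seeded at 2000 cells/well, attached for 10-12 hours, then exposed to compounds for 30-36 hours at 37C before ONE-Glo luminescence.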
Tau ThT inhib: qHTS for Inhibitors of Tau Fibril Formation, Thioflavin T Binding. Microtubule-associated protein tau (Homo sapiens), P10636. recombinant tau K18 P301L, heparin-induced fibrillization, ThT fluorescence. Potency, µM (doses to about 57.4 µM), for the others: top-dose activity, negative = inhibition, most hits filed as inhibitors. 2.1% of 270,000 active. AID 1460, 2008; also: % is scaled to controls: 0 for no effect and ±100 for the full control effect; nearly all actives have a fitted effect of over 55% in size
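Heparin-induced (20 uM) aggregation of recombinant human K18 P301L tau, 15 uM unlabeled with 0.24 uM labeled, pH 7 acetate buffer, 6 hr at 37 C with compound. Fibrils quantified by 30 uM ThT fluorescence after 1 hr ambient incubation.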
KDM4E inh: qHTS Assay for Inhibitors of Human Jumonji Domain Containing 2E (JMJD2E). Potency, µM (top dose mostly 57.1 µM), inactives show at the highest dose activity change, negative = inhibition, most hits filed as inhibitors. 1.6% of 230,000 active. JMJD2E catalytic domain, FDH-coupled NADH fluorescence (FDH is formaldehyde dehydrogenase); active = well fitted inhibition curve with a large enough effect, not every such curve was filed as active; inconclusive = small, poorly fitted or top-dose-only effect, or another doubt; inactive = no such curve, though single readings can be large or run the other way;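 also: 0% = wells with enzyme and -100% = buffer wells without enzyme; nearly all actives have a fitted effect of over 50% in size; many of its hits are not listed in these tables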
Target sequence (B2RXH2 1-337 limits assumed): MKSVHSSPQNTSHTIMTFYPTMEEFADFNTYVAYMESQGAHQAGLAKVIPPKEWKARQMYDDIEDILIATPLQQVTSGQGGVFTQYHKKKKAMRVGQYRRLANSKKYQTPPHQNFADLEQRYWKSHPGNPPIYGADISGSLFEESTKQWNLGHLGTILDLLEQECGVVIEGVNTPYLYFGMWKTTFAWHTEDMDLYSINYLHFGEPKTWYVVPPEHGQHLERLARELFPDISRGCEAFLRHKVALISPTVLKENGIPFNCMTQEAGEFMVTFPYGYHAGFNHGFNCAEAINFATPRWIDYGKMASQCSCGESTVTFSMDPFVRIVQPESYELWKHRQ
Tau fluor counter: Counterscreen qHTS for Inhibitors of Tau Fibril Formation, Fluorescence Polarization; tau K18 P301L (four-repeat tau fragment) Alexa594 fluorescence, heparin fibrillization; Potency, µM (highest dose often 57.7 µM), for inactives: top-dose activity change, negative = decrease; 0.93% of 280,000 active; AID 1463, 2008; also: % is scaled to controls: 0 for no effect and ±100 for the full control effect; nearly all actives have a fitted effect of over 55% in size
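Human K18 P301L tau (15 uM unlabeled plus 0.24 uM Alexa 594-labeled, final) in 100 mM sodium acetate pH 7 was mixed with compound and 20 uM heparin and incubated 6 hr at 37 C.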
ALDH1A1 inh: qHTS Assay for Inhibitors of Aldehyde Dehydrogenase 1 (ALDH1A1); Aldehyde dehydrogenase 1A1 (Homo sapiens), P00352; Potency, µM (highest dose often 75.3 µM), for inactives: at the top dose activity, negative = inhibition, usual class: inhibitors; Purified ALDH1A1, NADH fluorescence, propionaldehyde substrate; 7.3% of 220,000 active; active = well fitted inhibition curve with a large enough effect, not every such curve was filed as active; inconclusive = small, poorly fitted or top-dose-only effect, or another doubt; inactive = no such curve, though single readings can be large or run the other way;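 also: plate controls were no enzyme wells and a reference inhibitor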
Target sequence (P00352 whole entry, looked up): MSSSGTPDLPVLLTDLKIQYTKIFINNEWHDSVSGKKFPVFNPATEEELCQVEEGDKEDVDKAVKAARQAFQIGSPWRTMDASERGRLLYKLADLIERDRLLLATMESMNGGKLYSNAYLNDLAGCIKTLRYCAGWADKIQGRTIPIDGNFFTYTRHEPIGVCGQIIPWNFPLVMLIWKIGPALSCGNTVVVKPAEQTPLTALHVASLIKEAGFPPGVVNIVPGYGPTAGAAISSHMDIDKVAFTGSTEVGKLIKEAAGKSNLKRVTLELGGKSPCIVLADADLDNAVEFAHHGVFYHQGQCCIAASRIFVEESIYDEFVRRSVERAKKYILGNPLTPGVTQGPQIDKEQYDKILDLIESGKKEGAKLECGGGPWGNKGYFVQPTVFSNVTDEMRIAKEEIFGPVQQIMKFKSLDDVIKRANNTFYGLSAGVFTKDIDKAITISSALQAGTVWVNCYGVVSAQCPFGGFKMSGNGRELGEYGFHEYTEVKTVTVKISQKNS
HttQ103 aggreg: qHTS Multiplex Assay to Identify Dual Action Probes in a Cell Model of Huntington: Aggregate Formation (GFP); Potency, µM (top dose mostly 46.1 µM), inactives show at the highest dose activity change, negative = inhibition, hits mostly inhibitors; 1.1% of 220,000 active; PC12 HttQ103-GFP aggregates, Acumen cytometry, 40 h; AID 1688, 2009; also: % is scaled to controls: 0 for no effect and ±100 for the full control effect; nearly all actives have a fitted effect of over 60% in size
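Inducible Q103 Huntingtin exon 1–GFP PC12 line, 1500 cells/well in phenol red free DMEM with 5% equine and 5% calf serum. Tebufenozide 100 nM induced expression; compounds titrated; aggregates quantified by cytometry.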
Active calls of the source: *; ? = inconclusive; · = not tested or not shown; & = joins results of further samples; [ ] = another dose, or the depositor's remark. Unless noted, calls follow the shape of the dose curve; as a rule, active = well fitted curve in the direction sought with a large enough effect; inconclusive = small, poorly fitted or top-dose-only effect, or another doubt; inactive = no such curve, though single readings can be large; an effect the other way counts as inactive or inconclusive. Potency is read from the fitted curve at half-maximal effect. These rows are one share of the data; count on the stated rates, not on these rows.

Results follow in this order: Tau FP inhib	HTT cytoprotect	SMN2 splice enh	Tau ThT inhib	KDM4E inh	Tau fluor counter	ALDH1A1 inh	HttQ103 aggreg
> CCOC(=O)C1=C(N)Oc2cc(C)[nH]c(=O)c2C1c1ccncc1 (stereo not given)
→ -2%	14%	-16%	-5%	6%	4%	2%	10%[9.22 µM]
> CCOC(=O)N1CCC(N2C(=O)c3ccccc3C2Nc2ccc(S(=O)(=O)N3CCOCC3)cc2)CC1 (stereo not given)
→ 3%	-18%	·	-2%	9%	-7%	?	-9%
> CC1(C)CN=C(N2CCN(c3ncnc4sc5c(c34)CCCC5)CC2)S1
→ 2%	22%[10 µM]	-31%[inhibitor]	1%	-20%	2%	1%	-16%
> Cc1cnn(Cc2ccccc2)c1N
→ 2%	12%	-11%	-13%	2%	-3%	-5%	1%
> CNC(=O)[C@@H]1C[C@H]1[C@@H](NC(=O)CNC(=O)OCc1ccccc1)c1ccccc1
→ -3%	-12%	0%	0%	1%	-6%	3%	·
> O=C1CC(N2CCN(c3ccccc3)CC2)C(=O)N1c1ccc2c(c1)OCCO2 (stereo not given)
→ 4%	0%[0.074 µM]	-14%	-12%	1%	-4%	-14%	10%
> Cc1ccc(Oc2c(C(F)(F)F)oc3c(CN4CCCCC4)c(O)ccc3c2=O)cc1
→ 2%	·	5%	1%	·	3%	·	·
> O=C1C2Cc3c([nH]c4ccccc34)C(c3ccccc3)N2C(=O)C2Cc3c([nH]c4ccccc34)C(c3ccccc3)N12 (stereo not given)
→ -3%[11.6 µM]	-22%[10 µM]	·	-4%[11.5 µM]	·	-2%[11.6 µM]	4%[13.5 µM]	·
> CN(C(=O)CN(CCO)CC(=O)N(C)C(C)(C)Cc1ccccc1)C(C)(C)Cc1ccccc1
→ -2%	-17%	-4%	1%	3%	-3%	0%	-8%[20.6 µM]
> COc1ccc(C(c2nnnn2Cc2cccs2)N2CCN(c3ccc(F)cc3)CC2)cc1OC (stereo not given)
→ 8%	18%[10 µM]	?	-12%	-12%	-23%	?	-1%
> O=C1c2ccccc2C(Nc2cccc(C(F)(F)F)c2)N1Cc1ccco1 (stereo not given)
→ 5%	-43%[inhibitor]	-27%	-20%	1%	-23%	-16%	?
> Cc1cccc(NCc2nc3ccccc3n2CCOc2ccccc2C)c1
→ 15%	·	-41%[inhibitor]	?	·	?	·	·
> O=C(Nc1ncc(Cc2ccccc2Cl)s1)C1=NCCN1
→ 3%	1%[10 µM]	10%	0%	-4%	0%	9%	-14%
> COc1ccc(/C(O)=C2/C(=O)C(=O)N(CCCN(C)C)C2c2cccnc2)cc1 (stereo not given)
→ 3%	-5%	-18%	1%	3%	2%	7%	-2%
> S=C(Nc1ccccc1Cl)N(Cc1ccccc1)Cc1ccccn1
→ -7%	-91%[inhibitor]	-21%	-5%	-9%	-26%	?	-28%
> O=C(CNc1ccccc1)N/N=C/c1ccc2c(c1)OCO2
→ 6%	-14%[10 µM]	7%	?	-11%	-13%	-5%	-15%
> Cc1ccc(S(=O)(=O)NCCNC(=O)C2CCCNC2=O)cc1 (stereo not given)
→ 3%	-9%[0.074 µM]	26%	6%	-5%	3%	-2%	-9%
> COc1ccc(-c2noc(CCC(=O)Nc3cccc(C)c3C)n2)cc1OC
→ -9%	·	-3%	?	·	-22%	·	·
> COc1ccc(-c2cc(CNC(C)=O)on2)cc1
→ 5%	-9%	?	-6%	2%	3%	14%	-6%
> CCC1OC(=O)C(C)[C@@H](O[C@H]2C[C@@](C)(OC)C(O)C(C)O2)C(C)[C@@H](O[C@@H]2OC(C)CC(N(C)C)C2O)[C@@](C)(O)CC(C)CN(C)C(C)C(O)[C@]1(C)O (stereo not given in full)
→ -7%	?	0%	-2%	4%	-10%	5%	·

Nothing new here: an excerpt of the list.
Results follow in this order: Tau FP inhib	HTT cytoprotect	SMN2 splice enh	Tau ThT inhib	KDM4E inh	Tau fluor counter	ALDH1A1 inh	HttQ103 aggreg
> COc1ccc(-c2noc(CCC(=O)Nc3cccc(C)c3C)n2)cc1OC
→ -9%	·	-3%	?	·	-22%	·	·
> COc1ccc(-c2cc(CNC(C)=O)on2)cc1
→ 5%	-9%	?	-6%	2%	3%	14%	-6%
> CCC1OC(=O)C(C)[C@@H](O[C@H]2C[C@@](C)(OC)C(O)C(C)O2)C(C)[C@@H](O[C@@H]2OC(C)CC(N(C)C)C2O)[C@@](C)(O)CC(C)CN(C)C(C)C(O)[C@]1(C)O (stereo not given in full)
→ -7%	?	0%	-2%	4%	-10%	5%	·

Later entries.
SMILES,Tau FP inhib,HTT cytoprotect,SMN2 splice enh,Tau ThT inhib,KDM4E inh,Tau fluor counter,ALDH1A1 inh,HttQ103 aggreg
Nc1nc(SCc2ccccc2Cl)ns1,-11%,9%[10 µM],23%,-15%,1%,-17%,-7%,6%
N#C/C(=C(/O)COC(=O)c1ccc(Cl)c(S(=O)(=O)N2CCOCC2)c1)c1nc2ccccc2[nH]1,14%,-1%[10 µM],-5%,-11%,-27%,?,12%,-11%
Nc1ncnc2nc(SCc3ccc(Cl)cc3Cl)[nH]c12,0%,-35%,-31%[inhibitor],-10%,1%,-18%,4%,?
Cc1csc(Sc2ccc(S(=O)(=O)N3CCCC3)cn2)n1,-2%,-6%,-1%,1%,-9%,-8%,-4%,-5%
COC(=O)C1C(=O)CC(C)(O)C(C(=O)OC)C1/C=C/c1ccccc1 (stereo not given),-10%,-4%,-7%,2%,0%,0%,?,5%
Cn1nc(OCC(N)=O)ccc1=O,12%,17%[10 µM],-10%,-1%,-14%,5%,3%,21%
O=C(Nc1cccc(Cl)c1N1CCOCC1)c1cccnc1Cl,-7%,7%[10 µM],·,3%,0%,-7%,·,-15%[9.22 µM]
CC(NC(=S)Nc1ccc(OC(F)F)cc1OC(F)F)C(C)(C)C (stereo not given),-4%,4%[10 µM],0%,5%,5%,-15%,6%,15%
CCCOc1ccc(/C=C/C(=O)Nc2ccc([N+](=O)[O-])cc2)cc1,-11%,-8%,·,-23%,-8%,-9%,5%,9%
Cc1sc2nc(COC(=O)c3ccc(N4CCCC4)c([N+](=O)[O-])c3)[nH]c(=O)c2c1C,2%,-6%[1.9 µM],9%,?,-11%,-12%,18µM*,20%
C/C(CCc1ccc2c(c1)OCO2)=N\NC(=O)c1ccccc1Cl,-3%,34%[10 µM],5%,0%,42%[activator],6%,1%,-4%
Cn1c2ccc(F)cc2c2ncn(CCCN(CCO)CCO)c(=O)c21,1%,-4%,8%,-4%,?,-1%,?,1%
CCOC(=O)Cc1c(Sc2ccccc2)c2ccccc2n1C,2%,?,?,-6%,-15%,-24%,9%,12%
CC(=O)c1cnc2ncnn2c1C,4%,·,4%,-7%,-2%,0%,7%,1%
O=C1CC(=C(c2ccccc2)c2ccccc2)C(=O)N1CCCN1CCN(c2cccc(Cl)c2)CC1,4%,-32%,-13%,-13%,4%,-6%,-1%,-17%
CCc1c(C)n([O-])c2c([n+]1=O)CCC2,-1%,11%[10 µM],-7%,8%,1%,5%,-4%,-13%
COc1ccc(S(=O)(=O)CCC(=O)NCCc2ccc(Cl)cc2)cc1,-10%,10%[10 µM],1%,-6%,-5%,-17%,?,2%
COc1ccc(OC)c(CN(CCN2CCOCC2)C(=O)Nc2ccccc2)c1,0%,16%[10 µM],3%,11%,3%,12%,0%,19%
COc1ccc(OC)c(NC(=O)COC(=O)Cc2ccc(Br)cc2)c1,0%,-11%,-27%,-11%,-10%,?,2%,-19%
Cc1cccc(Nc2nc3c(s2)CCCC3)c1,3%,-35%[10 µM],28%[1.84 µM],3%,8%,4%,20µM*,-7%

2 compounds picked at random from those above:
SMILES,Tau FP inhib,HTT cytoprotect,SMN2 splice enh,Tau ThT inhib,KDM4E inh,Tau fluor counter,ALDH1A1 inh,HttQ103 aggreg
CCc1c(C)n([O-])c2c([n+]1=O)CCC2,-1%,11%[10 µM],-7%,8%,1%,5%,-4%,-13%
Cc1csc(Sc2ccc(S(=O)(=O)N3CCCC3)cn2)n1,-2%,-6%,-1%,1%,-9%,-8%,-4%,-5%

The list continues:
SMILES,Tau FP inhib,HTT cytoprotect,SMN2 splice enh,Tau ThT inhib,KDM4E inh,Tau fluor counter,ALDH1A1 inh,HttQ103 aggreg
Oc1c(C=C2N=c3ccccc3=N2)sc(=S)n1C1CCCCC1,-1%&-6%,-6%&2%[10 µM],-18%&-5%,-10%&-8%,-9%&10%,-9%&-13%,13%&3%,2%&-1%
COC(=O)c1cc2oc3ccccc3c2n1Cc1ccccn1,2%,2%[0.074 µM],-44%[inhibitor],-23%,?,-15%,?,-1%[9.22 µM]
Clc1ccc(CN2CCCCCCC2)cc1,-7%,3%[10 µM],12%,-2%,?,-5%,?,-10%
O=C(CSc1nnc(-c2ccccc2F)n1C1CC1)Nc1ccc2[nH]c(=O)[nH]c2c1,13%,22%[10 µM],15%,-11%,10%,-6%,-2%,13%
CCn1c(COc2ccccc2C)nc2ccccc21,3%,20%[10 µM],?,-10%,-4%,-7%,?,2%
COC(=O)C1(C)CCc2cc(OC)ccc2C1=O (stereo not given),3%,10%[10 µM],8%,11%,0%,12%,14%,-10%

High-throughput results from PubChem.
